# Screening data (PubChem BioAssay)
# mcGAS lum: inhibitors of mouse cGAS. recombinant cGAS, Kinase-Glo ATP depletion luminescence. inhibition, % at 12.5 µM. 160,000 compounds, 0.15% hits. AID 1259399;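 note: 0% = negative control wells and 100% = reference inhibitor with no enzyme activity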
# hcGAS lum: human cGAS inhibition | Q8N884 | recombinant h-cGAS, ATP depletion, Kinase-Glo luminescence | inhibition, % at 12.5 µM | 290,000 compounds, 0.081% hits | AID 1259398;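 note: 0% = vehicle reaction and 100% = reaction without DNA for no activity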
# Target sequence (Q8N884 whole entry, looked up): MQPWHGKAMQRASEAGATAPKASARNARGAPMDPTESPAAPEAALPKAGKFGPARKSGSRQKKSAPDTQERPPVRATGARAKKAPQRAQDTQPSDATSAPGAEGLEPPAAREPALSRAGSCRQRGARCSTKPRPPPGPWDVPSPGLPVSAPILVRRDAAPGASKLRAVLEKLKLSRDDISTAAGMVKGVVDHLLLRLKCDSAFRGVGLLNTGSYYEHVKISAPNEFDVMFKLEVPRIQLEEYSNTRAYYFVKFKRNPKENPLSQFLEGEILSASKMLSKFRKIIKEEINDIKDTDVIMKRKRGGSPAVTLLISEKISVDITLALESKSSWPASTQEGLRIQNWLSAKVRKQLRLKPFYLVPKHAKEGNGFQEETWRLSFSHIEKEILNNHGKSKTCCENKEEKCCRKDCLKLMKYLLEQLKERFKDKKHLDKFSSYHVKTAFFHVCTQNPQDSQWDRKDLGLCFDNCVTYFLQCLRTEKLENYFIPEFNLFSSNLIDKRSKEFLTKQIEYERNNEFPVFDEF
# NPYLR7 ag: activates Aedes aegypti NPYLR7 receptor. HEK293T NPYLR7/Galpha15, GCaMP6s calcium fluorescence. activation, % at 10 µM. 270,000 compounds, 0.15% hits; in the data active = activation above about 40%;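 note: 0% = vehicle and 100% = reference agonist at the receptor; some compounds past the cut are filed as inactive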
# Numbers without * were called inactive; · = no result given; & = joins results of further samples. Cut-off read from the data, not from the text of the source, unless noted: active = inhibition above about 40%; inactive = the rest.
SMILES,mcGAS lum,hcGAS lum,NPYLR7 ag
O[C@H]1CN(c2ncnc3c2CCNC3)C[C@@H]1N1CCOCC1,·,-5,-7
COc1ccc(Cn2cnc3cnc(-c4ccc(F)c(Cl)c4)cc32)cc1OC,-2,2,-10
CC(C)CNC(=O)Cc1csc(SCC(=O)c2ccc3c(c2)OCO3)n1,-1,2,·
O=C(c1cnc2nc[nH]n2c1=O)N1CCCCC1CCc1ccc(O)cc1 (stereo not drawn),·,-5,-2
CC(C)CN1C(=O)N(C2Cc3ccccc3C2)C(=O)C12CCN(C1CCSC1)CC2 (stereo not drawn),-8,-26,25
COc1ccccc1NC(=O)COc1cc(C(C)(C)C)nn1-c1nc(C)cc(C)n1,·,-7,4
CCOC(=O)c1c(NC(=O)C=C(C)C)sc2c1CCN(c1ccc(Cl)nc1)C2,-4,-9,12
CC(=O)Nc1ccc(CNc2nc(NCC3CC3)nc3ccsc23)cc1,·,-10,2
Cc1cc(C(=O)N(CCN(C)C)c2nc3c(C)ccc(Cl)c3s2)no1,-7,-8,3
Cc1[nH]c(=O)[nH]c(=O)c1CCC(=O)OCc1csc(-c2ccc(F)cc2)n1,·,-7,2
Cc1ccccc1OCc1nc(CN(C(=O)c2ccc(Cl)cc2)C(C)C)cs1,-5,-3,20
O=C1CCCN1C(=O)CSc1nnc2n(-c3ccccc3)c(=O)c3ccccc3n12,·,0,24
c1ccc(-n2cncn2)c(CNC2CSCCSC2)c1,-13,-5,1
CC(C)CCN1C(=O)N(CC(C)C)C(=O)C12CCN(C1Cc3ccccc3C1)CC2,-16,-6,9
CN(Cc1ccccc1Cl)C(=O)c1cn(CCC2CCCCC2)nn1,·,-7,22
N#CCCn1nc(-c2ccccc2)c2c1Nc1ccccc1NC2c1cccnc1 (stereo not drawn),·,-11,2
O=C(NC(c1ccccc1)c1ccccc1)C1CC=CCC1C(=O)N1CCc2c([nH]c3ccccc23)C1 (stereo not drawn),-3,-4,-11
CC(C(=O)N1CCN(C)CC1)N1C(=O)c2ccccc2C1=O (stereo not drawn),-6,-6,-6
Cc1ccc2c(c1)c(C1CCN(C(=O)Cc3cccs3)CC1)cn2C,-7,-5,22
COCC1(C(=O)Nc2cccc(NC(=O)c3ccccc3OC)c2)CCC1,·,-1,16
C=CCOc1nnc(OCC=C)c2ccccc12,·,-6,0
COC(=O)c1ccc(-c2noc(CN(C)Cc3nc4ccc(Cl)cc4[nH]3)n2)cc1,·,-7,18
CCn1c(=O)c(=O)[nH]c2cc(C(=O)NC(C)c3cccc(Cl)c3)ccc21 (stereo not drawn),·,-9,2
O=C(c1ccc(Cl)cc1Cl)N1CCN(c2c(-c3ccccc3)cnc3ncnn23)CC1,-8,-5,·
CC(c1cccc(-c2ncc(F)c(N(C)C)n2)c1)N1CCCC1 (stereo not drawn),·,-3,2
COc1ccccc1-c1cc(C(=O)N2CCN(c3ccccc3F)CC2)nc2cc(C(C)(C)C)nn12,-6&-4,-4&-3,-4&2
C=CCOC(=O)N1CCC2(CC1)CNC(=O)C2,·,3,-5
CCCn1ccnc1CN1CC[C@@H](c2ccc3ccccc3c2)[C@H](O)C1,·,-5,1
Cc1nn(-c2ccccc2)c(C)c1C=C1C(=O)N(C)C(=O)N(C)C1=O,·,0,7
COc1ccc(Cl)c2sc(N(CCN(C)C)C(=O)c3cccc([N+](=O)[O-])c3)nc12,·,-4,6
COc1ccccc1-n1c(=O)c2ccc(Cl)cc2n(C(C)C(=O)NCc2ccc(F)cc2)c1=O (stereo not drawn),-3,-4,-2
C=CCOc1c(Cl)cc(CN(C)C(C)c2ccon2)cc1Cl (stereo not drawn),·,-4,18
CCC(C)N(CC1CN(Cc2ccncc2)CCO1)C(=O)Cc1ccc(OC)cc1 (stereo not drawn),0,0,·
COC(=O)CC[C@H]1CNC(=O)[C@@H]2[C@@H](CCN2Cc2csnn2)N1C,0,2,19
CCN(CC)c1ncccc1CNC(=O)Cn1ncc2ccccc21,·,-4,13
COc1ccc(CN2CCC(n3nccc3NC(=O)C3CCCC3)CC2)c(OC)c1,·,-9,-1
CC1Cc2ccccc2N1Sc1ccc([N+](=O)[O-])cc1 (stereo not drawn),·,-6,3
Cc1ccc(C(=O)NCC(=O)N(C)CC(=O)Nc2ccc(Cl)cc2)s1,·,0,-2
CCOc1ccc(-c2noc(-c3cc(-c4ccccc4)n[nH]3)n2)cc1,-5,-4,-6
COc1ccc(CN(C)Cn2nc(C)n(-c3ccc(C)cc3)c2=S)cc1,·,-6&-3,12&4

# Reformatted as labelled records: part of the list above.
COC(=O)CC[C@H]1CNC(=O)[C@@H]2[C@@H](CCN2Cc2csnn2)N1C
  mcGAS lum: 0 | hcGAS lum: 2 | NPYLR7 ag: 19

CCN(CC)c1ncccc1CNC(=O)Cn1ncc2ccccc21
  mcGAS lum: · | hcGAS lum: -4 | NPYLR7 ag: 13

# Next results follow:
SMILES,mcGAS lum,hcGAS lum,NPYLR7 ag
Cc1cc(C(=O)CCl)c(C)n1C(c1ccccc1)c1ccccc1,0,-5,-5
CCc1nn(-c2ccccc2)c(NC(=O)C2CCCCn3nnnc32)c1C (stereo not drawn),-13,-3,-5
Cc1ccc(C(=O)NCc2nnc(SCC(=O)N3CCCc4ccccc43)n2-c2cccc(Cl)c2)cc1[N+](=O)[O-],·,-6,-6
Cn1cc(C(=O)NC2CCCCC2)c2[nH]c(=O)n(-c3ccc(F)cc3)c(=O)c21,·,-6,1
Cc1cc(C(=O)NCCC2CC3CCC2C3)ccc1-n1cnnn1 (stereo not drawn),·,-5,2
C=CCn1c(SCC(=O)Nc2ccc(O)cc2)nc2sc3c(c2c1=O)CCC3,-4,1,2
Cc1cc(-c2nn(C)c(Cl)c2C2NCCc3[nH]cnc32)no1 (stereo not drawn),-3,-4,-4
COc1ccc(-c2cnc3ncnn3c2N2CCCN(S(=O)(=O)c3cccc(Cl)c3Cl)CC2)cc1OC,-3,-8,25
COc1ccc(C2C(C(=O)OC3CCCCC3)=C(C)NC3=C2C(=O)CCC3)c(OC)c1 (stereo not drawn),-8,-6,2
CCN(C(=O)c1ccccc1N1CCC(NC(=O)c2ccco2)CC1)C1CCCCC1,-6,-5,17
Cc1cc(C)n(-c2cccc(CN(C)Cc3ccccn3)c2)n1,-18,-4,7
C=CCn1c(=O)c(C(=O)NCCc2ccccc2)c(O)c2ccccc21,-7,-3,19
C=CC1(O)CCC2COC1O2 (stereo not drawn),·,-2,-4
Cn1cc(/C=C2/C(=O)NC(=S)N(c3ccccc3)C2=O)c2ccccc21,-5,-8,5
Cc1ccc(C)c(C2CCCN2C(=O)c2nccnc2N)c1 (stereo not drawn),·,-8&-4,4&-25
CNc1cc(C)nc(NCc2cc(C)cc3c(C)c(C)[nH]c23)n1,·,-3,0
Cc1cnccc1N1CCCN(C(=O)Nc2nncs2)CC1,·,-6,8
CCOc1ccc(C=NN2CCN(Cc3ccc(C)cc3C)CC2)cc1,-4,-6,0
N#CC1C(=N)C(C#N)(C#N)[C@H](c2c(F)cccc2F)[C@H]2CC3(CC=C12)OCCO3 (stereo partly drawn),·,-3,4
CC(NC(=O)N1CCN(Cc2cccc3cccnc23)CC1)C1CC1 (stereo not drawn),·,-8,3
COc1ccc(CN2CCN(c3cc(OC)ncn3)CC2=O)cc1,·,-2,-4
Cc1cc(C)c2oc(-c3cccc(NC(=O)c4ccccc4F)c3)nc2c1,2,-2,0
COCCN(Cc1nc2ccccc2o1)C(=O)c1ccc(Cl)cc1Cl,-4,1,-1
N#Cc1ccccc1CSc1nnc(-c2ccco2)o1,-7,-8,9
COCCN(CC(=O)Nc1nc(CC(=O)O)cs1)C(=O)c1ccco1,-5,-4,-4
CCOC(=O)c1ccc2c(c1)nc(SCc1c(F)c(F)c(OC)c(F)c1F)n2Cc1ccc(C(F)(F)F)cc1,-6,-4,5
COC(=O)c1cc2n(n1)CCN(Cc1cc3c(cc1OC)CCC3)C2,·,-3,-10
Cn1cc(C(=O)NCCSc2cn[nH]n2)c2ccccc21,-10,-2,-7
O=C(c1cc(C2CC2)[nH]n1)N1CCCC(Cc2nc3ccccc3[nH]2)C1 (stereo not drawn),·,-2,4
Cc1noc(C)c1CSc1cc(C)c2ccccc2n1,·,4,-4
Cc1cc(C)cc(COc2coc(CN3CCN(C(=O)c4cc(C(C)(C)C)nn4Cc4ccccc4)CC3)cc2=O)c1,-7,-9,25
COc1ccc(C=CC(=O)c2cccs2)cc1O,55*,-12,15
CCc1ccc(Nc2nnc(SCC(=O)NC3CCCC3)s2)cc1,5,9,-4
COc1ccc(-c2ccc(C3NCCc4[nH]cnc43)cc2)c2ccc(C)nc12 (stereo not drawn),·,3,-1
Cc1noc(C)c1-c1nc(CC(C)C)nn1-c1ccc2c(c1)OCO2,·,-6,6
COCCOc1nc(-c2ccc(C(F)(F)F)cc2)n(-c2ccc(NC(=O)c3ccc([N+](=O)[O-])cc3)cc2)n1,-1,-2,1
COc1ccc2oc(=Nc3ccccc3Cl)c(-c3nc4ccccc4[nH]3)cc2c1,·,-2,-3
N#CC1C(=N)C(C#N)(C#N)C(c2ccc(F)cc2F)C2CCCC=C12 (stereo not drawn),-3,-7,13
O=C(Cn1cnc2sc3c(c2c1=O)CCCC3)NCC1CCCCC1,·,0,3
Cc1ccccc1-n1ncc(C(C)NC(=O)c2cc(C3CC3)[nH]n2)c1C (stereo not drawn),·,3,-1
Nc1nc(=S)nc(-c2cccs2)[nH]1,-1,-1,-1
CCCn1ncc(NC(=O)c2cccc(CN3CC=CCC3)c2)n1,2,-1,-1
CCOC1CC(NC(=O)c2c(C)c(C)n[nH]c2=O)C1(CC)CC (stereo not drawn),-16,-6,2
CCc1ccccc1NC(=O)NCCNc1ccc(Nc2ccccn2)nn1,·,-5,23
Cc1ccc(NC(=O)Nc2ccc([N+](=O)[O-])cc2)cc1S(=O)(=O)N1CCCCCC1,-6,-6,-1
O=C(c1ccncc1)N1CCC2(CCCN(CCCc3ccccc3)C2)C1 (stereo not drawn),-12,-7,17
Cc1ccc(OCC(=O)N2CCc3c(sc4[nH]c(=O)n(CCc5ccccc5)c(=O)c34)C2)cc1,-4,-2,6
O=c1ccnc2sc(NCc3ccc(N4CCCC4)cc3)nn12,·,-1,0
Cc1ccc(SC(C)C(=O)Nn2cnnc2)cc1 (stereo not drawn),·,-4,-1
COc1ccc(-c2cc(C(=O)N3CCN(C)CC3C)no2)c(F)c1 (stereo not drawn),-15,-4,9

# Going on with the list.
SMILES,mcGAS lum,hcGAS lum,NPYLR7 ag
Nc1c[n+](N2CCOCC2)no1,-5,-9,4
Cc1cccc(C(=O)N(Cc2ccccc2)Cc2nccs2)c1,·,-6,11
CSCCN(C)C(=O)C(CC(C)C)NS(=O)(=O)c1ccc(C)cc1 (stereo not drawn),2,-8,-3
Cc1c(C(=O)N2CCOCC2)c(C(F)(F)F)nn1C1CCCN(C(C)C)C1 (stereo not drawn),·,-4,0
CCN(C(=N)N1CCCC1)c1nc(C)c([N+](=O)[O-])c(=O)[nH]1,·,0,-1
CC(C)(C)C(=O)N1CCC(C(=O)NOC2CCCCO2)CC1 (stereo not drawn),·,0,2
COc1cccc(-c2cnc(-c3ccc(CNC(=O)c4cc(Cl)cc(Cl)c4)cc3)[nH]2)c1,2,3,1
CCOC(=O)c1c(C)c(C(=O)CN(Cc2ccco2)C(=O)c2ccccc2OC)c(C)n1CC,-5,-6,2
COc1cn(CC(=O)Nc2ccc(C)cc2)c(CN2CCN(C(C)=O)CC2)cc1=O,-8,-4,3
Cc1ccc(CN2CCN(Cc3ccccc3Cn3cccn3)CC2=O)cc1,·,-6,-5

# By substructure, the compounds so far with a thiophene ring, fused or not
SMILES,mcGAS lum,hcGAS lum,NPYLR7 ag
CCOC(=O)c1c(NC(=O)C=C(C)C)sc2c1CCN(c1ccc(Cl)nc1)C2,-4,-9,12
CC(=O)Nc1ccc(CNc2nc(NCC3CC3)nc3ccsc23)cc1,·,-10,2
Cc1ccc2c(c1)c(C1CCN(C(=O)Cc3cccs3)CC1)cn2C,-7,-5,22
Cc1ccc(C(=O)NCC(=O)N(C)CC(=O)Nc2ccc(Cl)cc2)s1,·,0,-2
C=CCn1c(SCC(=O)Nc2ccc(O)cc2)nc2sc3c(c2c1=O)CCC3,-4,1,2
COc1ccc(C=CC(=O)c2cccs2)cc1O,55*,-12,15
O=C(Cn1cnc2sc3c(c2c1=O)CCCC3)NCC1CCCCC1,·,0,3
Nc1nc(=S)nc(-c2cccs2)[nH]1,-1,-1,-1
Cc1ccc(OCC(=O)N2CCc3c(sc4[nH]c(=O)n(CCc5ccccc5)c(=O)c34)C2)cc1,-4,-2,6

# Entries of single compounds, looked up by structure. Order of values: mcGAS lum	hcGAS lum	NPYLR7 ag
# Shown for `Cc1cccc(C(=O)N(Cc2ccccc2)Cc2nccs2)c1` = ·	-6	11
# Shown for `CCOC(=O)c1c(C)c(C(=O)CN(Cc2ccco2)C(=O)c2ccccc2OC)c(C)n1CC` = -5	-6	2

# The results go on.
SMILES,mcGAS lum,hcGAS lum,NPYLR7 ag
CC1(C(=O)NS(=O)(=O)c2ccc(Br)cc2)CCN1C(=O)C/C=C/c1ccccc1 (stereo not drawn),·,-3,6
CCOC(=O)c1nn(-c2ccccc2C)c(=O)cc1OS(=O)(=O)c1c(C)noc1C,·,-1,8
CCCNC(=O)CN1CCN(c2c(C)cnc3ccccc23)CC1,·,-5,4
CCOC(=O)NNC(=O)CC(O)(c1nc(C)cs1)C(F)(F)F (stereo not drawn),·,3,3
Cc1cc(NCCOCCO)n2ncc(-c3ccc(Cl)cc3)c2n1,-6,-3,4
Cc1ccc(NC(=O)N2CCN(CC(=O)N3CCCC3)CC2)cc1,·,-2,-3
CCOC(=O)C1(C)CCCCN1C(=O)c1ccccc1OC(F)(F)F (stereo not drawn),·,-14,2
CCCn1nc(C(=O)NC(C)c2ccco2)c2ccccc2c1=O (stereo not drawn),·,-6,0
CCOC(=O)/C(=N\Nc1ccc(C)cc1)c1nn[nH]n1,·,-3,2
